Source: PubChem BioAssay
NS5 inhibitors: Dengue-2 NS5 methyltransferase inhibitors, primary screen, biochemical, confirmation dose response (AID 588689) | Genome polyprotein (Dengue virus type 2 (strain 16681-PDK53)) | Dengue-2 NS5 methyltransferase capping enzyme assay, biochemical; higher % means a stronger effect | inhibition, % at 25 µM, or IC50 in µM where a hit was titrated | 340,000 tested, 0.3% active; in the data active = a potency from the dose series; inconclusive = inhibition above about 29% without an active follow-up result
GPR35 antagonists: GPR35 antagonists blocking zaprinast-driven arrestin recruitment, primary screen, imaging, U2OS, beta-arrestin-GFP, zaprinast agonist (AID 2058) | G-protein coupled receptor 35 (Homo sapiens) | U2OS GPR35 beta-arrestin-GFP translocation imaging, zaprinast antagonism; higher % means a stronger effect | inhibition, % at 10 µM; hits with a dose series show IC50 in µM | 290,000 tested, 0.052% active;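 active = inhibition of at least 50% with at least 30 cells and total cytoplasm GFP at most 10,000,000; inconclusive = under 30 cells or total GFP of 10,000,000 plus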
MgcRacGAP inhibition: MgcRacGAP GTPase-activating activity inhibitors, confirmation, biochemical, ADP Hunter fluorescence | Rac GTPase-activating protein 1 (Homo sapiens) | MgcRacGAP-stimulated Rac1 GTP hydrolysis, ADP Hunter fluorescence; higher % means a stronger effect; GST-tagged Rac1 F28L mutant substrate | inhibition, % at 30 µM, or IC50 in µM where a hit was titrated | 340,000 tested, 0.6% active | AID 624330, 2012;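 active = first-screen hits whose inhibition reached a set limit at any dose in the follow-up dose series; inconclusive = inhibition above the set first-screen limit but never retested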;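 also: fluorescence reports GDP produced by GAP-driven GTP hydrolysis; strong numbers were not always called active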
GPR55 antagonists: GPR55 antagonists blocking LPI-driven arrestin recruitment, primary screen, imaging, U2OS, beta-arrestin-GFP, LPI agonist (AID 2013) | G-protein coupled receptor 55 (Homo sapiens) | U2OS GPR55 beta-arrestin-GFP translocation imaging, LPI antagonism; higher % means a stronger effect | inhibition, % at 10 µM; hits with a dose series show IC50 in µM | 290,000 tested, 0.13% active;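 active = spots per cell inhibited over 60%, with over 100 cells counted and total cytoplasm intensity under 500,000; inconclusive = wells with under 100 cells, flagged as likely toxic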;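 also: U2OS cells stably carrying GPR55 and arrestin-GFP stimulated by 5 µM LPI near EC80; imaged beta-arrestin-GFP aggregate spots per cell after agonist stimulation; plate controls were LPI-stimulated DMSO wells for no effect and DMSO wells without LPI for full effect; some results filed as inactive read as strong as hits; confirmed hits need IC50 under 10 µM and bright autofluorescent wells are also inconclusive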
UTI89 phage lysis: inhibition of K1F phage lysis, E. coli UTI89, bacterial capsule biogenesis inhibitors, alamar blue (AID 488966) | E. coli UTI89 K1F phage lysis, alamar blue, 2 h; higher % means a stronger effect | 340,000 tested, 0.02% active | one-dose inhibition, % at 100 µM; IC50 in µM for titrated hits;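 active = phage lysis inhibition, versus mean bacterial control, above a set limit; inconclusive = no clear call, values can overlap the other calls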;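 also: capsule biogenesis inhibitors block K1F phage lysis so surviving cells raise fluorescence; higher fluorescence means more inhibition of phage lysis; actives were called in the ten point dose series up to 300 µM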
RSV CPE inhibition: RSV antiviral activity via CPE protection, HEp-2 cells, primary 10 µM value included (AID 2391); HEp-2 cells, RSV-induced CPE inhibition; higher % means a stronger effect; CPE inhibition, % at 10 µM; hits with a dose series show IC50 in µM; 310,000 tested, 0.13% active; in the data active = a potency from the dose series; inconclusive = CPE inhibition mostly from about 23% at the one dose, without a potency; inactive = the rest, 99 in 100 with CPE inhibition below about 21%; also: strong numbers were not always called active
PhoP inhibition: inhibitors of PhoP regulon expression, primary screen, Salmonella Typhimurium, GFP reporter (AID 1863). inhibition, % at 50 µM; hits with a dose series show IC50 in µM. 300,000 tested, 0.16% active. S. Typhimurium PhoP-regulated promoter GFP reporter, 4 h; higher % means a stronger effect;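 active = inhibition over 29.93%, a cutoff 3 SD above the screen mean, later confirmed by dose response; inconclusive = inhibition over 29.93% but no dose response follow-up; inactive = inhibition at most 29.93% or unconfirmed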;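 also: 0% = low Mg2+ inducing control and 100% = high Mg2+ repressing control; strong numbers were not always called active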
SV40 large T antigen: SV40 large T antigen inhibitors, biochemical (AID 1903). SV40 large T antigen ATPase/helicase inhibition assay; higher % means a stronger effect. 310,000 tested, 0.39% active. inhibition, % at 20 µM, or IC50 in µM where a hit was titrated; in the data active = a potency from the dose series; inconclusive = inhibition mostly from about 32% at the one dose, without a potency; inactive = the rest, 99 in 100 with inhibition below about 32%; also: strong numbers were not always called active
HIV peptide binding: inhibitors of HIV fusion peptide binding, primary screen, biochemical, uHTS, fluorescence dequenching (AID 1986). cell-free peptide binding, fluorescence dequenching, 30 min; higher % means a stronger effect. inhibition, % at 20 µM, or IC50 in µM where a hit was titrated. 290,000 tested, 0.3% active; in the data active = inhibition mostly above about 52%, no sharp cut-off; inactive = mostly below about 76%; also: some results filed as inactive read as strong as hits
The depositor's hits bear a star; ? = inconclusive; nt = not tested or not shown; [ ] = remark or other dose.

structure	NS5 inhibitors	GPR35 antagonists	MgcRacGAP inhibition	GPR55 antagonists	UTI89 phage lysis	RSV CPE inhibition	PhoP inhibition	SV40 large T antigen	HIV peptide binding
CNc1nc(-c2ccc([N+](=O)[O-])cc2)cs1	nt	7%	9%	1%	0.5%	6.7%	-5%	3%	-1.9%
COc1ccc(C(C)(C)C)cc1NC(=S)NCCN1CCOCC1	-9%	7%	8%	12%	1.9%[50 µM]	1.1%	-4%	-1%	1.0%
O=C1CSC(=NC2CCCCC2)N1	-21%	5%	24%	10%	-0.5%	4.3%	-3%	35%	-1.1%
CCN(CC)c1ccc(CNc2ccc3c(c2)ncn3C(C)(C)C)cc1	4%	17%	6%	34%	0.1%	0.3%	9%	12%	-1.9%
O=C(Nc1ccc(F)cc1)c1ccc(-n2cncn2)c([N+](=O)[O-])c1	-2%	-8%	7%	2%	-2.0%	0.4%	8%	0%	0.6%
O=C(CCc1c[nH]c2ccccc12)NCc1ccco1	0%	11%	1%	0%	1.5%	-1.1%	-3%	14%	0.7%
NC(=O)C1CCN(c2oc(/C=C/c3ccc(F)cc3)nc2S(=O)(=O)c2ccccc2)CC1	-10%	-8%	-4%	7%	0.2%	2.3%	-1%	21%	0.0%
CCC1Oc2ccccc2N(CC(=O)NCCCN2CCN(Cc3ccccc3)CC2)C1=O (centres undefined)	2%	-13%	3%	15%	4.1%	-0.7%	-2%	1%	1.4%
CCCC(=O)NC(=S)c1c(C)n(C)n(-c2ccccc2)c1=O	-1%	-10%	4%	-4%	0.3%	5.4%	-4%	6%	-1.3%
NC(=S)N/N=C/c1cn(CCC(=O)O)nc1-c1cccc(Br)c1	-16%	0%	12%	-13%	-0.2%	-1.6%	-4%	17%	1.6%
CC(C)C(=O)Nc1ccc(C(=O)N/N=C/C2CC3C=CC2C3)cc1 (centres undefined)	5%	3%	-6%	15%	0.2%	1.3%	1%	7%	1.1%
COc1ccc(-n2ccnc2SCC(=O)NO)cc1	-1%	6%	-8%	8%	0.3%[50 µM]	0.7%	3%	6%	2.1%
COc1ccc(OC)c(C(c2nnnn2Cc2ccccc2)N2CCN(C3CCCCC3)CC2)c1 (centres undefined)	-4%	5%	7%	10%	0.1%	-0.7%	-2%	7%	2.1%
CCc1ccc2[nH]cc(C(=O)N3CCCCCC3)c(=O)c2c1	1%	18%	3%	22%	0.2%	2.2%	13%	19%	2.0%
O=C(CCNC(=O)c1ccco1)Nc1ccc(Cl)cc1F	-11%	4%	6%	0%	0.5%	2.0%	-2%	10%	-2.4%
Cc1nc2ccccc2cc1C(=O)O	-11%	-8%	3%	2%	2.5%	1.6%	-5%	-1%	0.4%
O=[N+]([O-])c1ccc(OCCO)c(P(=O)(c2ccccc2)c2ccccc2)c1	-2%	2%	4%	1%	-0.7%	0.7%	5%	18%	0.2%
CC(=O)Nc1cccc(C(=O)/C=C/c2ccc(F)cc2)c1	-45%	-2%	-3%	10%	-0.5%	-0.8%	-10%	15%	-0.9%
Cc1nnc(SCC(=O)Nc2ccc3c4c(cccc24)CC3)n1C	2%	-9%	10%	8%	2.2%	1.6%	4%	6%	1.2%
CCc1ccccc1N(CC(=O)N1CCCCC1)S(=O)(=O)c1ccccc1	0%	16%	7%	4%	0.1%	0.9%	3%	20%	0.2%
OCC[C@@H]1C[C@@H](O)[C@H](O)[C@@]2(OCc3ccccc32)O1	-4%	-4%	9%	7%	2.8%	0.0%	-2%	15%	2.5%
CN(C)CCCn1c(SCCN2C(=O)c3ccccc3C2=O)nc2ccccc2c1=O	0%	-6%	9%	9%	0.2%	-0.7%	3%	3%	-1.4%
Cc1cc(NC(=O)CCc2ccc(C)o2)no1	nt	7%	4%	-3%	0.2%	1.2%	-4%	16%	6.2%
Cc1[nH]c(=O)[nH]c(=O)c1/C=N/NC(=O)[C@H](CC(C)C)NC(=O)OC(C)(C)C	1%	-8%	13%	-1%	0.3%	1.4%	5%	-5%	1.2%
COc1cc([N+](=O)[O-])ccc1NC(=O)Nc1cccnc1	-2%	0%	4%	13%	-0.2%	0.8%	-2%	10%	-1.1%
CCc1ccccc1N1C(=O)CN(Cc2cc(OC)c(OC)c(OC)c2)C1=S	-3%	6%	6%	-4%	2.1%	11%	2%	-2%	0.2%
O=C(COc1ccc(C(=O)c2ccccc2)cc1)NC1CCCCCC1	-3%	12%	-3%	8%	1.8%[50 µM]	1.3%	14%	-9%	0.8%
CN1C(=S)SC(N(O)C=C2C=CC(=O)C=C2)C1(C)C (centres undefined)	3%	-2%	24%	1%	0.0%	0.7%	13%	33%	0.1%
COC(=O)c1ccc(N2C(=O)c3ccc(OC)c(OC)c3C2=O)cc1	6%	3%	7%	-2%	0.2%	7.4%	nt	nt	1.2%
CCCCn1nc(C(=O)NCC(c2cccs2)N2CCOCC2)c2ccccc2c1=O (centres undefined)	-3%	nt	1%	nt	0.5%[50 µM]	3.8%	nt	nt	nt
O=C(Cn1nnc(-c2ccccc2NC(=O)c2cccs2)n1)Nc1ccccc1	-1%	0%	4%	-2%	-0.2%	0.5%	5%	4%	-0.7%
CCO[C@@H]1OC(C(=O)N2CCN(Cc3ccc4c(c3)OCO4)CC2)=C[C@H](c2ccc(C(F)(F)F)cc2)[C@H]1CCCO	-3%	-2%	10%	2%	-0.7%	-3.1%	-3%	-1%	0.2%
CC(C)CNC(=O)C1Nc2ccc(C(F)(F)F)cc2C2C=CCC12 (centres undefined)	2%	nt	10%	nt	1.0%	0.6%	nt	21%	nt
Nc1nc(CN2CCCCC2)cs1	-4%	12%	3%	-1%	0.2%	1.9%	1%	-6%	-0.2%
CN(C)c1ccc(/C=N\NC(=S)SCN2C(=O)C3CCC(C)(C2=O)C3(C)C)cc1 (centres undefined)	-10%	-6%	5%	10%	6.7%	-0.1%	-1%	11%	-1.1%
CN(Cc1ccon1)C(=O)CC1C(=O)NCCN1Cc1ccc(F)c(F)c1 (centres undefined)	-4%	12%	7%	-6%	0.1%	-0.2%	2%	12%	0.8%
CC1CCCN(C(=O)N2c3ccccc3Sc3ccccc32)C1 (centres undefined)	8%	13%	9%	14%	-2.1%	13%	-3%	6%	0.4%
Cc1ccc(NC(=O)CCNS(=O)(=O)c2ccc3c(c2)c(=O)n(C)c(=O)n3C)cc1C	3%	-15%	-1%	9%	0.0%	-0.4%	-4%	10%	1.1%
O=C(c1ccc(COc2ccc(Cl)cc2)cc1)N1CCCCC1	1%	4%	6%	-7%	0.3%	3.9%	-2%	11%	0.9%
CCCCC(CC)C(=O)Nc1cc([N+](=O)[O-])ccc1F (centres undefined)	-3%	10%	8%	10%	0.1%	-0.7%	4%	5%	-2.3%
Cc1ccc(NC(=O)NCCCN2CCCC2=O)cc1C	-6%	9%	5%	6%	0.0%	0.7%	-6%	18%	1.0%
O=c1[nH]c(=S)[nH]c2c1C(c1ccc(Br)cc1)c1c([nH]c(=S)[nH]c1=O)O2	74µM*	8%	?	9%	2.8%[50 µM]	2.1%	0%	21µM*	11µM*
CNC(=O)NC(=O)CSc1nnc(-c2ccco2)n1Cc1ccccc1	2%	1%	4%	19%	0.7%	0.6%	-8%	-2%	0.3%
O=C(Cc1ccccc1)n1nc(-c2ccccc2)nc1NCc1ccco1	-2%	4%	-2%	11%	0.2%	2.9%	-5%	-1%	4.3%
COCCNC(=S)N1CCC(NC(=O)Nc2ccc(C)cc2)CC1	-3%	6%	-11%	9%	-0.8%	-0.8%	-4%	6%	-1.1%
COC(=O)CCSC(=S)N1CCOCC1	-1%	-6%	2%	5%	-0.3%	0.2%	-11%	7%	0.6%

Given with two lines to a compound: entries from further up
Each structure is followed by: NS5 inhibitors	GPR35 antagonists	MgcRacGAP inhibition	GPR55 antagonists	UTI89 phage lysis	RSV CPE inhibition	PhoP inhibition	SV40 large T antigen	HIV peptide binding
CC1CCCN(C(=O)N2c3ccccc3Sc3ccccc32)C1 (centres undefined)
→ 8%	13%	9%	14%	-2.1%	13%	-3%	6%	0.4%
Cc1ccc(NC(=O)CCNS(=O)(=O)c2ccc3c(c2)c(=O)n(C)c(=O)n3C)cc1C
→ 3%	-15%	-1%	9%	0.0%	-0.4%	-4%	10%	1.1%
O=C(c1ccc(COc2ccc(Cl)cc2)cc1)N1CCCCC1
→ 1%	4%	6%	-7%	0.3%	3.9%	-2%	11%	0.9%
CCCCC(CC)C(=O)Nc1cc([N+](=O)[O-])ccc1F (centres undefined)
→ -3%	10%	8%	10%	0.1%	-0.7%	4%	5%	-2.3%
Cc1ccc(NC(=O)NCCCN2CCCC2=O)cc1C
→ -6%	9%	5%	6%	0.0%	0.7%	-6%	18%	1.0%
O=c1[nH]c(=S)[nH]c2c1C(c1ccc(Br)cc1)c1c([nH]c(=S)[nH]c1=O)O2
→ 74µM*	8%	?	9%	2.8%[50 µM]	2.1%	0%	21µM*	11µM*
CNC(=O)NC(=O)CSc1nnc(-c2ccco2)n1Cc1ccccc1
→ 2%	1%	4%	19%	0.7%	0.6%	-8%	-2%	0.3%
O=C(Cc1ccccc1)n1nc(-c2ccccc2)nc1NCc1ccco1
→ -2%	4%	-2%	11%	0.2%	2.9%	-5%	-1%	4.3%
COCCNC(=S)N1CCC(NC(=O)Nc2ccc(C)cc2)CC1
→ -3%	6%	-11%	9%	-0.8%	-0.8%	-4%	6%	-1.1%
COC(=O)CCSC(=S)N1CCOCC1
→ -1%	-6%	2%	5%	-0.3%	0.2%	-11%	7%	0.6%
